Screens as filed in PubChem.
LDHA block: inhibitors of human lactate dehydrogenase A; purified LDHA, NADH/diaphorase-resazurin fluorescence; stronger effect = lower value; activity change, % (values are at about 110 or 230 µM); actives 0.15% (n = 480,000); in the data active = activity change below about -30%; inconclusive = mostly about -25% to -30%;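 note: plate controls were DMSO wells for no effect and wells without enzyme for full effect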
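Resorufin fluorescence (ex540/em590), read at 0 and 20 min after diaphorase/resazurin addition, reports the NADH left after a 5 min room-temperature reaction of 2 nM human LDH5 with 0.06 mM NADH and 0.2 mM pyruvate.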
Numbers without * were called inactive; ? = inconclusive.

nr	structure	LDHA block
1	CC(Sc1ccccc1Cl)C(=O)NC1(C#N)CCSC1 (configuration not stated)	5.3
2	O=C(Nc1ccc(Cl)cc1Cl)c1ccccc1-c1ccccc1	13.2
3	Cc1ccc(NC(=O)Cn2nc3c(cc2=O)CCCC3)c(Cl)c1	3.0
4	O=c1cc(CN2CCN(c3ccccc3F)CC2)c2cc(O)ccc2o1	3.0
5	O=Cc1ccc(OCc2ccc(C(=O)O)cc2)c(Cl)c1	0.2
6	Cc1ccc(C2=CC(c3c(F)cccc3Cl)n3nnnc3N2)cc1 (configuration not stated)	-5.3
7	NC(=S)NNC(N)=S	12.5
8	CC(Sc1nc2ccccc2[nH]1)C(=O)NC(=O)NC(C)(C)C (configuration not stated)	-5.1
9	CCCCc1cc(=O)oc2cc(OCC(=O)NCc3ccc(S(N)(=O)=O)cc3)ccc12	-3.7
10	CC(C)OC(=O)COc1ccc2cc(-c3ccccc3)c(=O)oc2c1	7.7
11	COCCn1cnnc1SC(C)C(=O)c1ccc(F)cc1 (configuration not stated)	-7.6
12	COc1ccccc1CCNC(=O)c1csc(NC2CC2)n1	-9.9
13	COc1ncccc1CNC(=O)Nc1nnc(C(C)C)s1	-6.1
14	Cn1c(=O)[nH]c(=O)c2c1nc(N1CCN(Cc3ccccc3F)CC1)n2Cc1ccccc1F	7.0
15	COCCNc1oc(-c2ccc(OC)cc2)nc1S(=O)(=O)c1ccccc1	15.2
16	O=c1[nH]nc(SCc2nc(-c3ccccc3Cl)no2)n2nc(-c3ccco3)cc12	0.9
17	OC(COCc1ccccc1F)Cn1nnc(-c2cccnc2)n1 (configuration not stated)	-6.6
18	CC(Sc1c(Cl)cccc1Cl)C(=O)NCCC1=CCCCC1 (configuration not stated)	1.9
19	CCOCCn1c(SCC(=O)OC)nc2c1c(=O)[nH]c(=O)n2C	-0.8
20	CCOC(=O)N1CCN(C(=O)[C@H](C)NC(=O)c2cc3c(OC)cc(OC)cc3n2C)CC1	10.7
21	COc1cc(/C=C/C(=O)c2sc(C(C)(C)C)nc2C)cc(OC)c1O	88.0
22	COc1ccccc1OCC(=O)NC1CCCCC1	-0.7
23	CCc1ccc(OCCN)cc1	-1.7
24	CCc1ccc2c(CSc3nncn3C(C)C)cc(=O)oc2c1	2.8
25	CCCSc1nc2c(c(=O)[nH]c(=O)n2C)n1CCOCC	-1.3
26	O=C(O)CCCC(=O)NCCN1CCCC1	10.0
27	CCNC(=O)C(C)NC(=O)C1(c2cccc(C)c2)CCCC1 (configuration not stated)	1.3
28	Cc1ccc(CC(=O)Nc2cc(C(C)(C)C)ccc2O)cc1	2.4
29	c1ccc(C(Sc2cccc3cccnc23)c2ccccc2)cc1	7.7
30	CNC(=O)c1nn(CN2CCN(C(c3ccccc3)c3ccccc3)CC2)c(=O)c2ccccc12	-7.6
31	Cc1[nH]c2ccccc2c1C(=O)C(=O)N1CCN(C2CC2)CC1	-3.0
32	CCc1ccc2oc(=O)cc(CN3CCN(c4ccccc4)CC3)c2c1	0.1
33	O=C1CCCc2cc(S(=O)(=O)N3CCC(C(=O)N4CCOCC4)CC3)ccc2N1	4.3
34	Cc1ccc2c(COC(=O)Cc3n[nH]c(=O)c4ccccc34)cc(=O)oc2c1	7.7
35	COc1cc(OC)c(C2=CCN(C(=O)COc3cc(Cl)ccc3Cl)CC2)c(OC)c1	3.5
36	O=C(O)CSCc1ccc(F)cc1	-4.8
37	CC(=O)Nc1ccc(/C(C)=N\OCC(=O)NC(C)c2ccccc2)cc1 (configuration not stated)	8.6
38	O=C(CSc1nnc(-c2cccs2)n1C1CC1)N1CCN(c2ncccn2)CC1	3.2
39	CC1(C(=O)Nc2nc(-c3c[nH]c4ccccc34)cs2)CC1(Cl)Cl (configuration not stated)	0.2
40	O=C(Nc1cc(Cl)ccc1Cl)C1CC2CC3CCC1C3C2 (configuration not stated)	3.3
41	CCCCc1c/c(=N\O)oc2cc3occ(C)c3cc12	-1.7
42	Cc1cc(NC(=O)C2CC2)sc1C(=O)NC(C)c1ccccc1Br (configuration not stated)	-3.3
43	CCCCC(CC)C(=O)Nc1ccc(F)cc1F (configuration not stated)	-13.9
44	Cc1cccc(-n2c3nc(=O)[nH]c(=O)c-3cc3ccccc32)c1C	0.3
45	CCOc1ccccc1-c1cc(C(=O)OC)c2ccccc2n1	8.4
46	Cc1c(Cl)cccc1NC(=O)COC(=O)c1nn(C)c(=O)c2ccccc12	4.2
47	COc1ccc2oc(=O)c(-c3ccccc3)c(C)c2c1	-3.7
48	Cc1nc(C23CC4CC(CC(C4)C2)C3)c(C)o1	-7.3
49	Cc1nc2ccc(C(=O)Oc3ccc(C4SCCS4)cc3)cc2nc1C	-2.0
50	CCCn1nc(C(=O)NCc2cccc(OC)c2)c2ccccc2c1=O	1.8
51	Cc1cccc(Nc2nc(C(=O)N(C)C3CCCCC3)cs2)c1	-1.8
52	S=c1n(/N=C/c2ccc(Br)cc2)cnn1Cc1ccccc1Cl	2.8
53	COC(CNc1nc(Nc2ccc(F)cc2)c2cnn(-c3ccccc3)c2n1)OC	1.6
54	NS(=O)(=O)c1ccc(NN=C2CCCC2)c([N+](=O)[O-])c1	3.2
55	Cc1cc(C)c(CCNC(=O)NNc2nc(C)cc(C)n2)c(C)c1	-17.7
56	COc1cccc(C2NC(=O)NC(C)=C2C(=O)c2ccc(Cl)cc2)c1 (configuration not stated)	-8.5

More compounds follow.
nr	structure	LDHA block
57	CCCNC(=O)c1cc2cc(N(C)S(C)(=O)=O)ccc2s1	-1.6
58	Cc1sc2ncnc(N3CCC(C(=O)Nc4cccc(S(=O)(=O)N5CCCC5)c4)CC3)c2c1C	-0.4
59	CCCn1c(=O)n(CC(=O)Nc2c(C)cccc2C)c(=O)c2c1nc(C)n2CCOC	9.7
60	Fc1ccc(Sc2cc(-c3ccccc3)c3ccccc3n2)cc1	2.5
61	CCc1c(C)sc(NC(=O)c2cc(C)oc2C)c1C#N	-2.8
62	Cc1c(C(=O)N2CCCC(C(F)(F)F)C2)sc2cccc(F)c12 (configuration not stated)	0.0
63	O=C(O)C1CCN(/C=C/C(=O)C(F)(F)F)CC1	-1.1
64	Cc1c(CC(=O)O)c(=O)oc2c(C)c(OCc3ccc(F)cc3)ccc12	3.9
65	Cc1cc(OS(C)(=O)=O)cc2c1C(=O)/C(=C/c1ccccc1F)O2	?
66	CC(Sc1nc(Cl)nc2nc[nH]c12)C(=O)NCCc1ccc(O)cc1 (configuration not stated)	3.8
67	O=C(Nc1cccc2cccnc12)c1cc(-c2ccccc2)nc2ccccc12	6.4
68	COC(=O)c1c(NC(=O)c2ccccc2Cl)sc2c1CCC(C)C2 (configuration not stated)	2.3
69	Cc1cc(C)cc(NC(=O)C(c2ccccc2)n2cnc3c2c(=O)n(C)c(=O)n3C)c1 (configuration not stated)	-3.6
70	CN1C(=O)C2(CC(=O)Nc3c2cnn3Cc2ccccc2Cl)c2cccc(Cl)c21 (configuration not stated)	3.0
71	O=C(O)CSCc1cccc(Cl)c1	-5.2
72	CC(C)CCNC(=O)C(=O)NC1CCCCC1	-6.8
73	CC(C)(C)OC(=O)CN(CCc1ccccc1)CCS(C)(=O)=O	13.3
74	CCc1cc(=O)oc2cc(OS(=O)(=O)c3cccc(C(F)(F)F)c3)ccc12	6.2
75	Cc1ccc(S(=O)(=O)N2CCN(CCNC(=O)c3ccccc3C(F)(F)F)CC2)cc1	2.9
76	CC(C)c1ccc(CN(C(=O)Cc2c[nH]c3ccccc23)C2CC2)cc1	5.4
77	COc1c(Cl)cc(C(=O)Oc2cccc(C)c2)cc1Cl	-1.2
78	COc1ccc(C(=O)OCC(=O)Nc2c(C(C)C)cccc2C(C)C)c(OC)c1OC	-4.2
79	COc1cc(OC)c(NC(=O)c2ncoc2-c2ccc(OC)c(OC)c2)cc1Cl	0.6
80	CCN(CC)C(CNC(=O)c1nn(-c2ccccc2)c(=O)c2ccccc12)c1ccccc1 (configuration not stated)	12.0
81	Oc1ccc(-c2nc(-c3ccc(Cl)cc3)cs2)cc1	0.3
82	C(#CCN1CCOCC1)CC(c1ccccc1)c1ccccc1	8.7
83	CC(Sc1nc(N)cc(N)n1)C(=O)c1ccccc1 (configuration not stated)	0.8
84	CN(C)S(=O)(=O)c1ccc(-c2nc(C#N)c(NCCN3CCOCC3)o2)cc1	-2.6
85	CC(SC(C)c1ccc(F)cc1)C(=O)NC(N)=O (configuration not stated)	2.4
86	Cc1nc(C(=O)NC2CCCCC2)ccc1C#N	2.9
87	CC(=O)Nc1ccc(SCCCC(=O)c2ccc(F)cc2)cc1	12.5
88	CC(C)c1cc(C(=O)N2CCN(CC(=O)NCc3ccccc3)CC2)c2ccccc2n1	2.6
89	CCN(CC)CCNC(=O)C(=O)Nc1cccc2[nH]ccc12	1.0
90	CC(C)Nc1nc(N)c(C(=O)c2ccccc2)s1	-5.3
91	Cc1cnc2c(S(=O)(=O)NC3CCN(S(C)(=O)=O)CC3)cccc2c1	16.6
92	COc1ccc(-c2nnc(CSc3nc(C)c(C)n3C3CCCC3)o2)cc1	1.3
93	COc1ccc2c(c1)CCCN2C(=O)c1cc2ccc(F)cc2nc1C	25.5
94	Cc1cc2oc(C(=O)Nc3cccc(C(F)(F)F)c3)cc(=O)c2cc1C	-5.8
95	Cc1cc(C)n2nc(SC(C)C(=O)Nc3cc(Cl)cc(Cl)c3)nc2n1 (configuration not stated)	0.9
96	COc1ccc2cc(S(=O)(=O)c3cc(C)cc(C)c3)c(=O)oc2c1	12.9
97	CCN(CC)S(=O)(=O)c1ccc(C(=O)Nc2nn[nH]n2)cc1	-1.7
98	COc1ccc(OC)c(NC(=O)CC2SCCNC2=O)c1 (configuration not stated)	-6.3
99	Cc1ccc(N(CC(=O)N2CCc3ccccc3C2)S(C)(=O)=O)cc1Cl	7.1
100	COc1ccc(-c2ccc(CCC(=O)NC(C)C)o2)cc1	-1.5
101	O=C(Nc1ccc(Cl)c(Cl)c1)c1n[nH]c(=O)c2ccccc12	-10.6
102	COc1ccc(NC(C)=O)cc1NC(=O)c1nc(-c2ccccc2)oc1C	-2.4
103	CC(NC(=O)c1nn(C)c(=O)c2ccccc12)c1cccs1 (configuration not stated)	7.9
104	Cc1cccc2c1OC(=O)CC2c1ccccc1 (configuration not stated)	-13.0
105	COc1ccccc1CC(C#N)C(=O)Nc1cc(C)cc(C)c1 (configuration not stated)	6.9
106	Cc1cc(-c2csc(NC3CCCCC3)n2)c(C)n1NC(=O)c1nn(C)c(=O)c2ccccc12	-3.2
107	CCNC(=O)c1cccc(NC(=O)c2cccc(OCc3c(C)noc3C)c2)c1	-3.6
108	CCCCS(=O)(=O)CCSCCS(=O)(=O)CCCC	3.8
109	Cc1ccccc1CCNC(=O)Cn1ncc2ccccc2c1=O	-7.5
110	Cc1ccc(N(Cc2cc3ccc(C)cc3[nH]c2=O)S(C)(=O)=O)cc1	7.3
111	CCOc1cc2c(cc1CNC(=O)c1ccc(Cl)c(S(N)(=O)=O)c1)OC(C)C2 (configuration not stated)	-5.2
112	COc1ccccc1-c1c(C)nn2c(SCC(=O)NCc3ccc(Cl)cc3)cc(C)nc12	-8.5

Next results
nr	structure	LDHA block
113	Cc1cnc(C(=O)OCc2cc(=O)oc3cc(C)c(C(C)C)cc23)cn1	-4.3
114	Cc1ccccc1-c1noc(-c2cc3c(COC(=O)C(C)C)cnc(C)c3oc2=O)n1	-2.3
115	CCC(=O)Nc1ccc(-c2csc(Nc3ccc(OC)cc3)n2)cc1	1.6
116	Cc1nc(-c2cccc(N3CC(C(=O)NC4CCCCCCC4)CC3=O)c2)no1 (configuration not stated)	9.9
117	C=CCn1c(C(=O)NCCCOCC)cc2cc(S(=O)(=O)N(C)C)ccc21	1.8
118	CC(=O)Nc1ccc(-c2csc(Nc3ccc(O)cc3)n2)cc1	-0.8
119	Cc1ccc(/C=C/c2nc(N)nc(-c3ccccc3O)n2)cc1	6.4
120	CCCc1cc(=O)oc2c(C)c(OCC(=O)OC(C)C)ccc12	7.6
121	CC(NC(=O)c1ccc(Br)o1)C12CC3CC(CC(C3)C1)C2 (configuration not stated)	-0.6
122	C=CCc1ccccc1OCC(O)CN (configuration not stated)	8.7
123	COC(=O)C1=CN(Cc2ccc(F)cc2)C=C(C(=O)OC)C1c1cccc(O)c1	5.9
124	CCn1cc(CN(C)C(=O)c2cc3cc(Br)ccc3oc2=O)c(C)n1	1.2
125	CCN(C(=O)CN(C)S(=O)(=O)c1cc2c(cc1C)NC(=O)C(C)O2)c1cccc(C)c1 (configuration not stated)	12.4
126	CC(C(=O)N1CCc2ccccc2C1)N(C)CC(=O)Nc1ccc(Cl)c(C(F)(F)F)c1 (configuration not stated)	3.9
127	COc1ccc(C(=O)NC(CC(=O)O)c2ccc(C(C)(C)C)cc2)cc1 (configuration not stated)	4.5
128	O=C(CN1CCN(C(=O)c2cccnc2OCC(F)(F)F)CC1)Nc1ccccc1Cl	2.8
129	COc1ccc(-c2nnc(C(C)Sc3nnc(-c4cccs4)n3C3CC3)o2)cc1 (configuration not stated)	3.8
130	Cc1cc2oc(=O)cc(CN3CCN(c4ccc(F)cc4)CC3)c2cc1C	?
131	CC(NC(=O)c1cc(Cl)sc1Cl)C12CC3CC(CC(C3)C1)C2 (configuration not stated)	1.5

This is a subset, so the mix of outcomes need not match the whole.
